Screening results (PubChem BioAssay)
proCasp3 act = activators of human procaspase-3; recombinant procaspase-3 D3A, Ac-DEVD-pNA absorbance 405 nm; activation, % at 8.5 µM; P42574; 0.11% of 330,000 active; AID 463141;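 active means activation above the mean of all tested compounds plus 3 SD, cut at about 21% in these data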;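 further: 0% = DMSO alone and 100% = DMSO wells spiked with extra 5 µM PC-3 D3A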
Target sequence (P42574 whole entry D9A/D28A/D175A): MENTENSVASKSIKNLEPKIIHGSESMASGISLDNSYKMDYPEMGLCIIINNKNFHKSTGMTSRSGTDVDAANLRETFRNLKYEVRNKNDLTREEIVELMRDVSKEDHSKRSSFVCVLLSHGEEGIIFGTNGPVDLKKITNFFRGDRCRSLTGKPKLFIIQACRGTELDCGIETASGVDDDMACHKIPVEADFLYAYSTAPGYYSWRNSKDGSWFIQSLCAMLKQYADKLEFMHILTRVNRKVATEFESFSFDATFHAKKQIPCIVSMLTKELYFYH
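Assay system – Procaspase-3 D3A mutant, all three cleavage aspartates alanine · Controls – DMSO-only low control, 5 µM PC-3 D3A high control · Schedule – 1 h compound preincubation, 2 h substrate hydrolysis at 25 °C · Signal – 405 nm absorbance of p-nitroaniline, reads at 0 and 120 min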
JMJD2C inh = blocks human GASC-1 demethylase activity; GST-JMJD2C(1-420) H3K9me3 demethylation, DELFIA europium; Q9H3R0; inhibition, % at 2.35 µM; 0.069% of 330,000 active;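 active means more than half of a compound's replicate wells show inhibition beyond 50%, single wells judged on their own value; inconclusive means some, but no more than half, of replicates pass 50% inhibition; inactive means no replicate passes 50% inhibition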;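 further: signal counts dimethyl H3K9 product captured on neutravidin plate; 0% = median of DMSO wells and 100% = 0.3 times that DMSO median; strong numbers were not always called active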
Target sequence (Q9H3R0 1-420 limits assumed): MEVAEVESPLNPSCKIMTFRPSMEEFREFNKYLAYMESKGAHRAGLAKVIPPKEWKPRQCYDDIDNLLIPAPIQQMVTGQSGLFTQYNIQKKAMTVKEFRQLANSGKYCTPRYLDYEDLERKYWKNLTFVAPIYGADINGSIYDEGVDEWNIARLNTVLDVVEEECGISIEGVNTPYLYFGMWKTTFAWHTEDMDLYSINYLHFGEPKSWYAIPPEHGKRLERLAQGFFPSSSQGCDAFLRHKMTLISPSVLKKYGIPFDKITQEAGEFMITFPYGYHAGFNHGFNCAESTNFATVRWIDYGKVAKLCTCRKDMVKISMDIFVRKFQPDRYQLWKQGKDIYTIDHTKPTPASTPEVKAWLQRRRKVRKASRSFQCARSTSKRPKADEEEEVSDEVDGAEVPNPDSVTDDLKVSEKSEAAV
TPT1 inhibitor = inhibitors of Candida albicans tRNA 2'-phosphotransferase TPT1 | recombinant caTPT1, FP RNA substrate dephosphorylation | inhibition, % at 5 µM | 0.81% of 300,000 active;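 active means inhibition above the mean of all tested compounds plus 3 SD, set per screening campaign, cut at about 24% in these data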;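 further: plate controls were DMSO alone for no effect and ferristatin control at 100 nM for full effect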
PP5 inh = PP5 (human) phosphatase inhibition; P53041; 0.18% of 320,000 active; inhibition, % at 6.7 µM; purified PP5c, OMFP substrate fluorescence;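 active means inhibition above the campaign's mean inhibition across all tested compounds plus 3 SD, cut at about 9.5% in these data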;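 further: 0% = DMSO only and 100% = 100 µM cantharidin control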
PP1 counter = PP1-alpha (human) inhibition in PP5 counter-screen; P62136; purified PP1alpha, OMFP fluorescence; inhibition, % at 6.7 µM; 0.9% of 320,000 active;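 active means inhibition above the mean inhibition of all tested compounds plus 3 SD, computed separately for each screening campaign, cut at about 15% in these data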
Target sequence (P62136 whole entry, looked up): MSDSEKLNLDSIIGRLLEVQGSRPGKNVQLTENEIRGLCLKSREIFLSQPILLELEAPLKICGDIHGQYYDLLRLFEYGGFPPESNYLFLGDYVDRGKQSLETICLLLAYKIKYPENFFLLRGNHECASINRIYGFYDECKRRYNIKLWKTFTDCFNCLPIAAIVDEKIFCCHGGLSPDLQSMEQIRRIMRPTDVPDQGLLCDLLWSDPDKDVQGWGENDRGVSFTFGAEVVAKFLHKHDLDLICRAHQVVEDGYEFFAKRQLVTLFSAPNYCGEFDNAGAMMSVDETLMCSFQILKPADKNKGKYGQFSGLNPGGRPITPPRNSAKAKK
core dimer inh = blocks dimerization of HCV core protein; AID 1899; 0.33% of 300,000 active; TR-FRET GST/Flag-core106 dimerization, 1536-well; inhibition, % at 5 µM;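 active means inhibition above the mean of all tested compounds plus 3 SD, set per screening campaign, cut at about 45% in these data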
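System – GST-tagged and Flag-tagged HCV core protein residues 1-106 · Repeats – one well for each compound · Technique – TR-FRET 671 and 617 nm emission · Doses – one concentration, 5 µM, in 0.5% DMSO · Times – 4 h, 22.5 °C incubation · Also added – Eu donor and XL665 acceptor anti-tag antibodies · Measure – percent inhibition of core106 dimerization signal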
Efflux pump inh = antifungal efflux pump inhibition, Nile Red retention; 0.44% of 330,000 active; AID 485275; S. cerevisiae Candida pump triplex; inhibition, % at 10 µM;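 active means plate passing quality check with inhibition over a set limit, or well fluorescence over plate mean plus 4 SD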;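 further: Nile Red retained in pooled yeast measured as flow cytometry median fluorescence; 0% = buffer negative control and 100% = Enniatin B positive control; higher means more Nile Red kept so more efflux inhibition; some compounds called inactive have numbers as strong as hits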
Fh CTSL1 inh = counter-screen for PFM18AAP inhibitors: inhibitors of F. hepatica cathepsin L1; recombinant F. hepatica cathepsin L1, Z-Leu-Arg-MCA fluorescence; inhibition, % at 5.96 µM; 0.49% of 300,000 active; AID 1906;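 active means inhibition above the mean of all tested compounds plus 3 SD, set per screening campaign, cut at about 17% in these data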;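 further: 0% = plate median of test compound wells and 100% = 1 µM Z-Phe-Ala-diazomethylketone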
procasp7 counter = counter-screen for procaspase-3 activators: activators of human procaspase-7 | recombinant procaspase-7, Ac-DEVD-pNA absorbance 405 nm; D23A/D198A/D206A triple mutant, cannot self-cleave; scale: DMSO 0, 5 µM enzyme 100 | activation, % at 8.5 µM | 0.093% of 330,000 active | AID 463210;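 active means percent activation above the screen-wide mean plus 3 SD, cut at about 25% in these data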
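Material: Procaspase-7 triple mutant (PC-7 D3A) | Quantity: 2 µM procaspase-7 mutant as dispensed | Reagent: DEVD-pNA substrate | Times: 1 h preincubation, 2 h reaction | Technique: 405 nm absorbance of p-nitroaniline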
Numbers without * were called inactive; u = inconclusive; x = no result given; & = joins results of further samples. This is a random part of the collection. Share with any hit: about 2.9%.

SMILES	proCasp3 act	JMJD2C inh	TPT1 inhibitor	PP5 inh	PP1 counter	core dimer inh	Efflux pump inh	Fh CTSL1 inh	procasp7 counter
Cc1nc2cc(NC(=O)N3c4ccccc4CC3C)ccc2n1C (stereo unspecified)	-1	15	0	0.4	-1	1	0.2	-3	0
CC(C)n1cc(CN2CCCC(CNS(=O)(=O)c3cccc4cccnc34)C2)cn1 (stereo unspecified)	7	3	2	1.1	-4	-12	0.2	-4	-7
O=C1C2C3C=CC(C2C(=O)N1c1ccc(O)cc1)C1C2C(=O)N(c4ccc(O)cc4)C(=O)C2C31 (stereo unspecified)	0	-10	-3	-2.4	-5	-2	0.0	5	-6
CSCC(=O)N1CCC(Oc2cccc(C(=O)NCc3ccccn3)c2)CC1	-3	-2	-4	-0.6	-3	0	0.0	-2	3
Cc1ccc(N=C2NC(=O)CS2)cc1	7	2	2	-0.8	-4	1	-0.1	-1	10
Cc1ccc(C(=O)N/C(=C/c2ccco2)C(=O)NCCc2c[nH]c3ccccc23)cc1C	-8	-11	5	4.8	5	7	0.4	-1	-1
Cc1csc(=O)n1CC(=O)OCC(=O)c1c(N)n(CC(C)C)c(=O)n(C)c1=O	-10	4	-4	0.8	-5	4	-0.1	-1	5
COC(=O)c1cccc(NC(=O)CSc2ncn[nH]2)c1	-6	-5	-5	2.7	-4	-9	0.2	2	11
COc1ccc(CN=CC2=C(O)CNC2=O)cc1OC	5	3	1	2.9	-1	-3	0.2	3	1
CN1CCN(C(=O)C23CC4CC(CC(C4)C2)C3)CC1	3	17	0	0.0	-2	-5	0.0	5	1
COc1ccccc1NC(=S)NCc1ccccn1	-12	6	-2	0.1	-3	-2	0.1	0	-22
CCOC(=O)c1c(NC(=O)c2ccc(C)cc2)sc2c1CC(C)(C)NC2(C)C	1	-11	1	3.1	0	-13	0.1	1	-1
OC(CNCC(c1ccco1)N1CCCCC1)c1ccccc1 (stereo unspecified)	6	-2	-4	3.2	1	-1	0.1	-1	-13
COc1ccc(C(=O)N/C(=C\c2cn(C)c3ccccc23)C(=O)NCCN2CCOCC2)cc1OC	5	3	13	-2.2	-2	-4	-0.1	8	-1
CCOc1cc(/C=N/O)ccc1OCC(=O)Nc1cccc(C)c1	-3	-1	2	-1.0	-2	-10	0.1	-6	-2
COc1ccc(C2C3=C(N=C4SCC(=O)N42)c2ccccc2CC3)cc1OC (stereo unspecified)	-12	-5	-3	0.7	0	1	-0.1	-2	-9
COC(=O)Nc1ccc2c(c1)ncn2C1CCCCC1	-1	12	2	-1.1	0	2	0.0	1	0
COc1cc(/C=C(/C#N)c2nc3ccccc3[nH]2)ccc1OCC(=O)Nc1ccccc1C	5	4	-8	-1.3	6	8	0.1	0	2
Cc1cc(C)c(OCC(=O)OCC(=O)N2CCc3ccccc3C2)c(C)c1	-5	6	2	2.0	4	2	0.0	-16	3
CN(Cc1c(C(=O)N/N=C/c2ccccc2)nnn1-c1nonc1N)C1CCCCC1	3	-3	-2	2.2	-1	0	-0.2	2	4
CCN(CC)CC(=O)Nc1sc(C)cc1C(=O)c1ccccc1	0	-4	4	0.2	3	1	-0.1	2	7
COc1ccc(CC(=O)NCc2cn3ccsc3n2)cc1	2	9	2	-2.4	-2	-1	0.0	0	8
O=C(c1ccc2c(c1)OCCO2)C1CCN(C(=O)c2ccc(F)c(F)c2)CC1	9	8	2	1.4	0	-3	0.2	-1	-5
Cc1ccc(S(=O)(=O)NCc2cccnc2)cc1C	-3	5	-2	5.4	0	-5	0.1	-1	-1
O=C(NC1=NCCS1)c1ccccc1OCc1ccccc1Cl	-3	-3	-3	-2.1	3	11	0.5	2	3

A few values from the list:
COc1cc(/C=C(/C#N)c2nc3ccccc3[nH]2)ccc1OCC(=O)Nc1ccccc1C – core dimer inh = 8
Cc1cc(C)c(OCC(=O)OCC(=O)N2CCc3ccccc3C2)c(C)c1 – JMJD2C inh = 6

(cont.)
SMILES	proCasp3 act	JMJD2C inh	TPT1 inhibitor	PP5 inh	PP1 counter	core dimer inh	Efflux pump inh	Fh CTSL1 inh	procasp7 counter
Cc1nnc(NC(=O)CC(CN(C)S(=O)(=O)c2ccccc2)c2ccccc2)s1 (stereo unspecified)	-2	14	0	2.7	1	8	-0.4	-2	-2
O=C(O)CC1S/C(=N/N=C/C=C/c2ccccc2)NC1=O (stereo unspecified)	7&11	-23&-1	-3&-1	-0.8&-1.2	-3&-2	-1&-4	0.0&0.1	12&4	-1&-3
Cc1nnc(SCC(=O)N2CCN(Cc3ccccc3)CC2)s1	-1	1	-2	0.0	2	-3	0.0	-1	-3
O=C(NCc1cccs1)c1cccnc1SCCS(=O)(=O)c1ccc(C(F)(F)F)cn1	0	-8	2	-2.6	-4	1	0.0	2	-13
C/C(=N\NC(=O)C1COc2ccccc2O1)c1ccc(C)o1 (stereo unspecified)	8	-4	0	1.3	0	1	-0.1	-1	6
COc1cc(F)cc(C2=CC(=O)C[C@H](c3ccc(F)cc3)C2)c1	3	3	x	2.3	2	x	0.0	x	9
COc1ccc(C2CC(=O)Nc3n[nH]c(-c4ccccc4)c32)cc1OC (stereo unspecified)	-1	1	2	0.1	3	0	-0.3	-4	-6
Cn1c(=O)c2c(nc(CN3CCCCC3)n2Cc2c(F)cccc2Cl)n(C)c1=O	-1	x	-1	0.9	-5	-10	0.1	-3	13
CCOC(=O)N1CCN(C(=O)c2ccc(Cn3c(=S)[nH]c4cc(C(=O)OC)ccc4c3=O)cc2)CC1	-5	-4	-1	3.0	-5	10	0.0	4	9
Cc1cc(NC(=O)CSc2nc3ccc(Cl)cc3[nH]2)no1	-1	-5	-2	1.3	-2	-4	-0.2	-1	-12
O=C(COC(=O)c1ccccn1)Nc1cccc(Cl)c1Cl	-2	u	-2	-3.9	-10	8	0.3	-6	1
CCOC(=O)c1[nH]c2c(c1C)C(=O)CC(c1ccc(N(C)C)cc1)C2 (stereo unspecified)	6	-1	-5	1.4	-1	1	-0.1	7	-4
CCOC(=O)c1[nH]c2ccc(OC)cc2c1NC(=O)c1nonc1C	-3	0	-4	1.5	-5	2	0.0	-1	-2
O=C(COc1ccccc1Cl)Nn1cnnc1	7	3	5	2.1	-5	-4	0.0	-5	5
CCOC(=O)c1cccc(S(=O)(=O)N2CCCC2)c1	4	-8	-1	-2.4	-1	-4	0.0	3	-2
O=S(=O)(/C=C/c1cccc(Br)c1)N1CCOCC1	2	18	-2	-1.6	0	4	0.0	-2	-1
O=C(NNc1nc2c(F)cccc2s1)c1ccccc1	-2	-4	1	-2.5	-3	-2	-0.1	-2	-3
CCOc1cccc2cc(C(=O)NCCC3=CCCCC3)c(=O)oc12	-4	-1	4	3.1	5	9	0.2	3	1
CCOC(=O)/C(=C\c1ccc([N+](=O)[O-])o1)NC(=O)c1ccccc1	-2	0	13	3.7	-3	-7	-0.2	0	10
Cc1ccc(S(=O)(=O)N2CCCC(CCC(=O)NCc3ccccc3F)C2)s1 (stereo unspecified)	2	2	2	-0.6	-5	4	0.2	3	8
C=CCC(C=C)S(=O)(=O)c1ccc(C)cc1 (stereo unspecified)	-1	-20	-5	1.3	-4	2	0.1	1	-2
S=C(NCCc1ccccc1)NN=C1CCCCCC1	2	28	-1	-0.9	-8	8	0.1	1	-6
COc1ccc(-n2ncc3c(NCC4CCCO4)ncnc32)cc1 (stereo unspecified)	-8	-2	-4	1.0	-2	-1	0.2	2	6
COc1ccc(OCC(O)COc2ccc(OC)cc2)cc1	0	-20	-3	-1.6	-1	3	-0.1	3	8
CN1CCN(NC(=O)/C=C/c2cccc([N+](=O)[O-])c2)CC1	1	13	-1	0.2	1	-4	0.0	2	11

Sorted by value in core dimer inh (largest number first): 3 of the compounds above
| molecule | proCasp3 act | JMJD2C inh | TPT1 inhibitor | PP5 inh | core dimer inh | Efflux pump inh |
| --- | --- | --- | --- | --- | --- | --- |
| CCOc1cccc2cc(C(=O)NCCC3=CCCCC3)c(=O)oc12 | -4 | -1 | 4 | 3.1 | 9 | 0.2 |
| O=S(=O)(/C=C/c1cccc(Br)c1)N1CCOCC1 | 2 | 18 | -2 | -1.6 | 4 | 0.0 |
| COc1ccc(-n2ncc3c(NCC4CCCO4)ncnc32)cc1 (stereo unspecified) | -8 | -2 | -4 | 1.0 | -1 | 0.2 |

Reformatted: results already given
The line under a structure holds: proCasp3 act, JMJD2C inh, TPT1 inhibitor, PP5 inh, PP1 counter, core dimer inh, Efflux pump inh, Fh CTSL1 inh, procasp7 counter
- COc1ccc(C2CC(=O)Nc3n[nH]c(-c4ccccc4)c32)cc1OC (stereo unspecified)
  -1, 1, 2, 0.1, 3, 0, -0.3, -4, -6
- Cn1c(=O)c2c(nc(CN3CCCCC3)n2Cc2c(F)cccc2Cl)n(C)c1=O
  -1, x, -1, 0.9, -5, -10, 0.1, -3, 13

Other records follow:
SMILES	proCasp3 act	JMJD2C inh	TPT1 inhibitor	PP5 inh	PP1 counter	core dimer inh	Efflux pump inh	Fh CTSL1 inh	procasp7 counter
O=C(CSc1ccc2nnc(CCNC(=O)c3ccccc3)n2n1)NC1CCCC1	-6	14	-2	-1.6	2	0	0.1	3	-1
Nn1c(SCC(=O)N2CCOCC2)nnc1C1CC1	6	-11	-2	1.4	1	-6	-0.1	5	8
COc1ccc(OC)c(NC(=O)c2cccnc2Sc2cc(C)ccc2C)c1	0	3	0	4.8	9	0	0.2	2	-8
CC(NC(=O)C(C)N1CCN(S(=O)(=O)c2ccccc2)CC1)c1ccccc1 (stereo unspecified)	-2	7	x	1.6	-4	x	0.3	x	-3
COc1cc(/C=C2\SC(=Nc3ccccc3)NC2=O)cc(Cl)c1O	-10	18	105*	-8.0	-8	-8	0.1	6	-18
CCn1c(CC(=O)Nc2ccccc2F)nnc1SCC(=O)N1CCOCC1	12	0	0	1.2	2	4	-0.1	-2	10
COc1ccc(C(=O)N2CCN(c3ccccc3OC)CC2)cc1	8	6	0	0.7	3	9	0.0	-1	11
Cc1nc2ccc(C(=O)O)cc2c2c1CC(CN)O2 (stereo unspecified)	11	-6	1	3.3	2	-9	0.1	0	-3

Compound profiles, from the list above. Order of screens: proCasp3 act	JMJD2C inh	TPT1 inhibitor	PP5 inh	PP1 counter	core dimer inh	Efflux pump inh	Fh CTSL1 inh	procasp7 counter
COc1ccc(CC(=O)NCc2cn3ccsc3n2)cc1 in the list: 2	9	2	-2.4	-2	-1	0.0	0	8
CC(C)n1cc(CN2CCCC(CNS(=O)(=O)c3cccc4cccnc34)C2)cn1 (stereo unspecified) in the list: 7	3	2	1.1	-4	-12	0.2	-4	-7
CCn1c(CC(=O)Nc2ccccc2F)nnc1SCC(=O)N1CCOCC1 in the list: 12	0	0	1.2	2	4	-0.1	-2	10
Nn1c(SCC(=O)N2CCOCC2)nnc1C1CC1 in the list: 6	-11	-2	1.4	1	-6	-0.1	5	8
CCOC(=O)/C(=C\c1ccc([N+](=O)[O-])o1)NC(=O)c1ccccc1 in the list: -2	0	13	3.7	-3	-7	-0.2	0	10
